Source: PubChem (Fisher Drug Discovery Resource Center)
NPYLR7 agonist: agonists of mosquito NPYLR7 receptor, primary screen, cell-based, Aedes aegypti, calcium fluorescence, mosquito biting behavior; Aedes aegypti neuropeptide Y-like receptor 7 (NPYLR7); HEK293T NPYLR7/Galpha15, GCaMP6s calcium fluorescence; activation, % at 10 µM; hit rate 0.15% among 270,000; AID 1259423, 2018; in the data active = activation above about 40%;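 note: 0% = vehicle and 100% = reference agonist at the receptor; some compounds past the cut are filed as inactive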
hcGAS lum: Primary biochemical luminescence assay for human cyclic GMP-AMP synthase inhibitors | Q8N884 | recombinant h-cGAS, ATP depletion, Kinase-Glo luminescence | inhibition, % at 12.5 µM | hit rate 0.081% among 290,000;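 note: 0% = vehicle reaction and 100% = reaction without DNA for no activity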
Target sequence (Q8N884 whole entry, looked up): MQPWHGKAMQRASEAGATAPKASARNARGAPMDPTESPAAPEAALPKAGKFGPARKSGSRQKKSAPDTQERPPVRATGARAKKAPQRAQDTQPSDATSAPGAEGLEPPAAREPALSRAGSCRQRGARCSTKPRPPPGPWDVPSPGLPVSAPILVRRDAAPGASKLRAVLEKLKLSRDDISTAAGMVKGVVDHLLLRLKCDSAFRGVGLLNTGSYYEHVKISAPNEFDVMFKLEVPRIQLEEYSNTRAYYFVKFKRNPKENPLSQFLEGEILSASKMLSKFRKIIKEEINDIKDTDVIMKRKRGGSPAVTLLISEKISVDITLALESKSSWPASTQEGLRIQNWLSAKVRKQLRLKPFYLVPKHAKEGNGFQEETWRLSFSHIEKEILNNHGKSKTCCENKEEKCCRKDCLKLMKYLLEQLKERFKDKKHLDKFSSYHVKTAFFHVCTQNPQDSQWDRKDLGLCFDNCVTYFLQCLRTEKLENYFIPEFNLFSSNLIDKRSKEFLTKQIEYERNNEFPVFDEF
mcGAS lum: cyclic GMP-AMP synthase inhibitors, mouse, primary biochemical chemiluminescence; recombinant cGAS, Kinase-Glo ATP depletion luminescence; Q8C6L5; AID 1259399, 2018; inhibition, % at 12.5 µM; hit rate 0.15% among 160,000;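 note: 0% = negative control wells and 100% = reference inhibitor with no enzyme activity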
The depositor's hits bear a star; . = no result given; & = joins results of further samples. Cut-off read from the data, not from the text of the source, unless noted: active = inhibition above about 40%; inactive = the rest.

SMILES | NPYLR7 agonist | hcGAS lum | mcGAS lum
O=C(Nc1ccc(-c2ccco2)cc1)C1CCCN(C(=O)CCN2CCCO2)C1 (configuration not stated) | 4&-4 | -7&-6 | -4
Clc1ccc(OCc2noc(CSc3nnc(-c4ccc5ccccc5n4)o3)n2)cc1Cl | -5 | 0 | 0
O=C(c1ccc(-c2ccc(F)cc2)o1)N1CCN(S(=O)(=O)c2cccs2)CC1 | -1 | -8 | .
CCc1ccc(NC(=O)C(C)Nc2cccc3c2OCCO3)cc1 (configuration not stated) | 16 | -7 | -17
COc1ccc(C2=NN(C(C)=O)C(c3ccc(Br)cc3)C2)cc1 (configuration not stated) | -5 | -8 | -6
Cc1ccc(C(=O)N=Nc2c(O)[nH]c3ccc(Br)cc23)cc1 | 4 | -5 | -7
CC(=O)N1CCN(CC(=O)N2N=C(c3ccccc3F)CC2c2ccc(Cl)cc2)CC1 (configuration not stated) | 4 | -4 | -4
C=CC[P+](N(CCC)CCC)(N(CCC)CCC)N(CCC)CCC | 4 | -7 | .
Cc1cc(C(=O)N2CC3ON=C(c4cccnc4)C3C2)nn1C(C)(C)C (configuration not stated) | 6 | -7 | .
CC(C)c1ccc(NC2CCCN(c3cnc4ccccc4n3)C2)cc1 (configuration not stated) | 8 | -4 | .
COc1cccc(CN2C(=O)C3(SCCN3C(=O)Nc3cccc(OC)c3)c3cc(C)ccc32)c1 (configuration not stated) | -6 | -1 | 0
COc1ccc(C2CC(c3cc(OC)ccc3OC)n3nnnc3N2)cc1 (configuration not stated) | 7 | -8 | .
COc1ccc(C2CC(c3nc4ccccc4[nH]3)=NN2C(=O)CCN2CCCCC2)cc1 (configuration not stated) | 2 | -5 | -6
CCc1cn[nH]c1C1CCCN(Cc2cn[nH]c2C(=O)O)C1 (configuration not stated) | 2 | -2 | -19
CCCCOc1ccc(S(=O)(=O)N2CCN(c3c(Cc4ccccc4)c(C)nc4ncnn34)CC2)cc1 | . | -4 | -6
COc1ccc(NCC(=O)N2CCCCCCC2)cc1F | 9 | -12 | .
Cc1cc(C)c(CN2CCN(Cc3ccsc3)C(CCO)C2)c(-n2cccn2)c1 (configuration not stated) | 9 | -9 | -11
COc1ccc(C(=O)Nc2ccc(N3CCN(c4ccccc4OC)CC3)c(C(=O)NC3CC3)c2)cc1 | . | -11 | -6
CN1C(=O)N(CCCc2ccncc2)C(=O)C12CCN(Cc1ccsc1)CC2 | 23 | -10 | -4
COC(CNC(=O)c1ccccc1I)c1ccc(F)cc1 (configuration not stated) | -2 | -10 | -16
Cc1cnccc1N1CCCN(Cc2ccnc3ccccc23)CC1 | . | -8 | -11
O=C(Cn1cnc2c(nnn2-c2cccc(Cl)c2)c1=O)N1CCN(c2ccccc2)CC1 | 7 | -9 | .
CCOc1ccc(C(=O)C(C)Sc2nc(C)cc(=O)[nH]2)cc1 (configuration not stated) | -8 | -1 | -2
Cc1ccc(Cn2nc(-c3ccccc3)ccc2=O)cc1 | 8 | -2 | .
O=C1CC(c2ccnn2-c2ccccc2)c2cnn(-c3ccccc3)c2N1 (configuration not stated) | -1 | -5 | .

Next part:
SMILES | NPYLR7 agonist | hcGAS lum | mcGAS lum
CCOC(=O)CCC(=O)Nc1cccc(C2SCC(=O)N2c2ccccc2F)c1 (configuration not stated) | 20 | -6 | -9
CC(=O)NCc1ccc(-c2csc(NC(=O)CNC(=O)c3cc(C)cc(C)c3)n2)s1 | -6 | -2 | .
CCN1CCN(C(=O)c2ccccc2N2CCC(NC(=O)C3CCC3)CC2)CC1 | 0 | -5 | .
Cc1nc(N2CCN(CCO)CC2)nc2c1C(=O)CC(C)(C)C2 | . | -5 | -6
CCC(C)NC(=O)c1cc(NC(=O)Nc2ccc(C)cc2C)ccc1N1CCCC1 (configuration not stated) | 4 | -7 | -6
COc1ccc(C2CC(c3cccs3)=NN2C(=O)CN2CCCCC2)cc1O (configuration not stated) | 14 | -1 | .
Cn1ncc(NCC2(c3ccccc3)CC2)c(Cl)c1=O | -5 | -8 | .
Cn1c(Oc2cc(Cl)cc(Cl)c2)cc(=O)n(C)c1=O | 14 | -1 | .
CCN(CC)CCCNC(=O)c1cc2nc(-c3ccc([N+](=O)[O-])cc3)cc(C(F)(F)F)n2n1 | 4 | -7 | -7
CCc1ncc(C(=O)NCc2cc(C)cc3c(C)c(C)[nH]c23)cn1 | . | 0 | -1
COc1cc2c(cc1OC)C(CNC(=O)c1ccc3c(c1)OCO3)N(C(=O)Nc1ccc(C)cc1)CC2 (configuration not stated) | 18 | -9 | -5
Cc1cnn(CC(=O)N[C@H]2CN(S(C)(=O)=O)C[C@@H]2C2CC2)c1 | . | 1 | -1
COC(=O)c1cccc(CN2C(=O)C(C)Oc3ccc(C)cc32)c1 (configuration not stated) | -1 | -3 | -2
CC(C(=O)C12CC3CC(CC(C3)C1)C2)N1CCCC1 (configuration not stated) | . | -8 | -4
CCOC(=O)c1[nH]c(C)c(C(=O)OCCCn2c(=O)c3c(ncn3C)n(C)c2=O)c1C | 2 | 2 | 1
CCc1nnc(CN(C)c2nccc(C3CCCC3)n2)o1 | 6 | -6 | -10
O=C(CSc1nnc(C2CC2)s1)Nc1ccncc1 | 1 | -2 | .
O=C(c1ccc(-c2cc(-c3ccc(Cl)cc3)[nH]n2)cc1)N1CCC(Cc2ccccc2)CC1 | -2 | 3 | 2
COC(=O)c1ccccc1NC(=O)N1CC(=O)N2CC(C)c3ccccc3C2C1 (configuration not stated) | -8 | 0 | 2
Cc1ccc(NC(=O)N(CC(=O)N(CCc2c[nH]c3ccccc23)Cc2ccc(Cl)c(Cl)c2)C2CC2)cc1Cl | -16 | -6 | 0
CCOCCCNc1nnc(SCC(=O)NC(CC)CC)s1 | 3 | -12 | .
CCS(=O)(=O)Oc1ccccc1CN(Cc1ccc(F)cc1)C(=O)c1ccco1 | 19 | -10 | -7
O=C(c1cc(COc2ccc3c(c2)OCO3)[nH]n1)N1CCCC1c1ccccn1 (configuration not stated) | 7 | -8 | .
CC(C)c1cc(=O)oc2cc(OCC(=O)N3CCCCC3)ccc12 | . | -6 | -7
O=C(Nc1ccccc1C(F)(F)F)N1CCC1c1ccccc1F (configuration not stated) | 3 | 5 | .

Whole records, looked up by structure.
Entry for CCC(C)NC(=O)c1cc(NC(=O)Nc2ccc(C)cc2C)ccc1N1CCCC1 (configuration not stated) = NPYLR7 agonist = 4; hcGAS lum = -7; mcGAS lum = -6
Entry for CCc1nnc(CN(C)c2nccc(C3CCCC3)n2)o1 = NPYLR7 agonist = 6; hcGAS lum = -6; mcGAS lum = -10

(continued)
SMILES | NPYLR7 agonist | hcGAS lum | mcGAS lum
Cc1cc(NC(=O)c2ccc(S(=O)(=O)N(Cc3ccco3)C3CC3)o2)no1 | -6 | -3 | -8
COc1cccc(C(C)Sc2n[nH]c(-c3ccccc3F)n2)c1 (configuration not stated) | 7 | -8 | .
Cn1ncc2c(=O)n(CC(=O)NCCc3ccccc3F)cnc21 | 2 | -4 | -7
c1ccc2c(CSCCNC3=NCCN3)cccc2c1 | 1 | -8 | -13
COc1ccc(C(=O)Cn2cnc3c(cnn3C3CCS(=O)(=O)C3)c2=O)cc1 (configuration not stated) | 4 | -7 | .
CCCc1ccc(OCC(=O)NNC(=O)c2cccc(C)c2)cc1 | 1 | -7 | .
CN1CCC(Cc2noc(-c3cccc(Cn4cccn4)c3)n2)CC1 | 1 | -2 | -17
CCN1CCN(c2c(Cl)cccc2NC(=O)C2=NNC(=O)CC2)CC1 | 1 | -8 | -11
Cc1nc2ccccn2c(=O)c1NC(=O)c1cccc(Cl)c1 | 3 | -15 | .
CC(=O)NC(CC(=O)N1CCCc2cc(C)ccc21)c1ccccc1 (configuration not stated) | 0 | -15 | -9
COc1cccc(-n2nc(C(=O)NCc3ccccn3)c(=O)n(Cc3ccc(F)cc3)c2=O)c1 | 13 | -1 | -3
CCCc1nc(CSc2nnc(NC(C)(C)C)s2)cs1 | -16 | 0 | .
CCCCCCCC(=O)N1CCN(c2nc(C3CC3)nc3sc(C)c(C)c23)CC1 | -2 | -9 | -6
COc1cc(NS(=O)(=O)c2ccc(C)c([N+](=O)[O-])c2)cc(OC)c1OC | 14 | -10 | -5
CCN(CC)c1ccc(C(=O)n2nc(C(F)(F)F)nc2N)cn1 | -11 | -9 | .
Nc1nonc1-c1noc(-c2ccc(Br)cc2)n1 | 7 | 2 | .
Cc1cc(C)n(CCC(=O)OCC(=O)NC2CC2)n1 | 4 | -4 | .
C=CCn1c(=S)[nH]c2sc3c(c2c1=O)CCCC3 | -11 | -4 | .
COC(=O)c1cn(Cc2ccccc2F)nc1S(=O)(=O)N1CCCCC1 | -10 | 7 | .
O=C(Nc1cc(C2CCCC2)[nH]n1)C(O)c1ccccc1 (configuration not stated) | -4 | -5 | .
Cc1ccc([N+](=O)[O-])cc1-c1ccc(/C=C2\SC(=Nc3ccccc3)NC2=O)o1 | 3 | -2 | .
O=C(CN1CCCc2cccc(F)c21)Nc1cccc(F)c1 | 0 | -14 | .
c1ccc(CCC2CN(Cc3ccccc3-n3cccn3)CCO2)cc1 (configuration not stated) | 1 | -3 | .
COCOc1cccc(CN2CCC2(C)C(=O)NC2CCN(C)CC2)c1 (configuration not stated) | 6 | -7 | .
OCC1(Cc2ccccc2F)CCCN(c2noc(-c3ccccc3)n2)C1 (configuration not stated) | 1 | -5 | .

(cont.)
SMILES | NPYLR7 agonist | hcGAS lum | mcGAS lum
CC1Oc2ccc(-c3cccc(F)c3)cc2N(c2cccc(O)c2)C1=O (configuration not stated) | 3 | -2 | .
O=C(NC1CCN(c2ccccc2C(=O)NCC2CCCO2)CC1)c1cc(F)cc(F)c1 (configuration not stated) | 6 | -3 | -4
CCc1nc(SCC(=O)N(C)C2=CCCC2)n[nH]1 | 6 | -10 | .
COCCN(CC(=O)Nc1cc(-c2ccccc2)nn1-c1ccccc1)C(=O)c1cccc(Br)c1 | 19 | -10 | -5
O=C(c1ccc(N2CCC(NCc3cnn(Cc4ccccc4)c3)CC2)cc1)N1CCOCC1 | 2 | -1 | -22
Cc1ccc(Cn2c(=O)c3c(nc4n3CC(C)CN4Cc3ccccc3)n(C)c2=O)cc1 (configuration not stated) | 7 | -2 | -7
Cc1cc(C)cc(NC(=O)N2CC(=O)N3CCc4cc(C)ccc4C3C2)c1 (configuration not stated) | -3 | -10 | -10
CC(=O)N1CCC(Cn2ccnc2-c2cc3ccccc3s2)CC1 | 6 | 3 | -1
CCCCC(=O)Nc1nnc(C)s1 | -2 | -6 | .
C=CCN(Cc1nccn1Cc1ccc(Cl)cc1Cl)C(=O)c1ccco1 | 17 | -5 | -3
O=C(O)/C=C/c1c[nH]c(=O)[nH]c1=O | 0 | -6 | .
CCCOC(=O)c1ccc(-c2n[nH]c(=O)c3ccccc23)cc1 | 4 | -2 | -6
CC(SCC(=O)N(CCC#N)CCC#N)c1ccc(F)cc1 (configuration not stated) | 2 | -7 | .

Molecules above with an aryl methoxy group:
SMILES | NPYLR7 agonist | hcGAS lum | mcGAS lum
COc1ccc(C2=NN(C(C)=O)C(c3ccc(Br)cc3)C2)cc1 (configuration not stated) | -5 | -8 | -6
COc1cccc(CN2C(=O)C3(SCCN3C(=O)Nc3cccc(OC)c3)c3cc(C)ccc32)c1 (configuration not stated) | -6 | -1 | 0
COc1ccc(C2CC(c3cc(OC)ccc3OC)n3nnnc3N2)cc1 (configuration not stated) | 7 | -8 | .
COc1ccc(C2CC(c3nc4ccccc4[nH]3)=NN2C(=O)CCN2CCCCC2)cc1 (configuration not stated) | 2 | -5 | -6
COc1ccc(NCC(=O)N2CCCCCCC2)cc1F | 9 | -12 | .
COc1ccc(C(=O)Nc2ccc(N3CCN(c4ccccc4OC)CC3)c(C(=O)NC3CC3)c2)cc1 | . | -11 | -6
COc1ccc(C2CC(c3cccs3)=NN2C(=O)CN2CCCCC2)cc1O (configuration not stated) | 14 | -1 | .
COc1cc2c(cc1OC)C(CNC(=O)c1ccc3c(c1)OCO3)N(C(=O)Nc1ccc(C)cc1)CC2 (configuration not stated) | 18 | -9 | -5
COc1cccc(C(C)Sc2n[nH]c(-c3ccccc3F)n2)c1 (configuration not stated) | 7 | -8 | .
COc1ccc(C(=O)Cn2cnc3c(cnn3C3CCS(=O)(=O)C3)c2=O)cc1 (configuration not stated) | 4 | -7 | .
COc1cccc(-n2nc(C(=O)NCc3ccccn3)c(=O)n(Cc3ccc(F)cc3)c2=O)c1 | 13 | -1 | -3
COc1cc(NS(=O)(=O)c2ccc(C)c([N+](=O)[O-])c2)cc(OC)c1OC | 14 | -10 | -5
